HTT ATP protect – qHTS Multiplex Assay to Identify Dual Action Probes in a Cell Model of Huntington: Cytoprotection (ATP). PC12 HTT-Q103 induced, cytoprotection, ATP luminescence, 40 h. Potency, µM (top dose mostly 56.4 µM), for inactives: cytoprotection (ATP increase), actives largely listed as activators. actives 0.14% (n = 230,000). AID 1471, 2008;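 further: potency means the concentration at half of the fitted maximal effect; % of control where 0% means no effect; nearly all actives have a fitted effect of over 45% in size; toxic huntingtin expression switched on by the ecdysone agonist tebufenozide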
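ATP quantification (ATPlite) reports survival of PC12 cells in which tebufenozide, 100 nM final, switches on Htt exon 1 with 103 glutamines linked to GFP; compounds are titrated.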
HTT aggregate – qHTS Multiplex Assay to Identify Dual Action Probes in a Cell Model of Huntington: Aggregate Formation (GFP) | PC12 HttQ103-GFP aggregates, Acumen cytometry, 40 h | Potency, µM (highest dose often 46.1 µM), for inactives: at the highest dose activity change, negative = inhibition, actives largely listed as inhibitors | actives 1.1% (n = 220,000) | AID 1688, 2009; further: potency means the concentration at half of the fitted maximal effect; on the % scale 0 is the no-effect control and ±100 the full control effect; nearly all actives have a fitted effect of over 60% in size
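Aggregate formation scored by laser-scanning cytometer (488 excitation, 500–530 emission) in lysed PC12 cells expressing Q103-GFP after 100 nM tebufenozide induction; library tested in dose series, with ATPLite reagent added in the multiplex.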
GAA glycogen mod – qHTS Assay for Inhibitors and Activators of Human alpha-Glucosidase Cleavage of Glycogen | AID 2100, 2009 | recombinant GAA, glycogen substrate, Amplex Red glucose oxidase fluorescence | Lysosomal alpha-glucosidase (Homo sapiens), P10253 | Potency, µM (doses to about 76.4 µM), without a hit: top-dose activity change, negative = inhibition, usual class: inhibitors | actives 0.38% (n = 300,000);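 further: potency means the concentration at half of the fitted maximal effect; 0% = full enzyme reaction and -100% = no-enzyme basal signal; the screen sought inhibitors and activators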
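Recombinant enzyme (4 nM final) with compounds titrated up to 77 uM and bovine liver glycogen (30 ug) in citrate pH 5.0, 0.01% Tween-20, 37 C 40 min. Released glucose detected by Amplex Red/glucose oxidase (Ex 573/Em 610); AC50 from Hill fits.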
GAA inh – qHTS Assay for Inhibitors of Human alpha-Glucosidase as a Potential Chaperone Treatment of Pompe Disease. Lysosomal alpha-glucosidase (Homo sapiens), P10253. purified human GAA, 4-MU-alpha-glucoside fluorescence. Potency, µM (doses to about 76.9 µM), for inactives: at the top dose activity change, negative = inhibition, usual class: inhibitors. AID 1466, 2008. actives 0.005% (n = 200,000);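 further: potency means the concentration at half of the fitted maximal effect; plate controls were uninhibited enzyme wells for no effect and no-enzyme background for full effect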
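Human enzyme at 4 nM with 400 uM 4-methylumbelliferyl-alpha-D-pyranoside, citrate/phosphate buffer pH 5.0, 0.005% Tween-20, 20 min at room temperature. Compounds up to 77 uM. 4-MU fluorescence (Ex 365/Em 440) read after NaOH/glycine stop; AC50 from Hill fit.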
aGlu spleen mod – qHTS Assay for Inhibitors and Activators of Human alpha-Glucosidase From Spleen Homogenate; Lysosomal alpha-glucosidase (Homo sapiens), P10253; human spleen homogenate, 4-MU-alpha-glucoside fluorescence; Potency, µM (series often up to 79.9 µM), inactives show at the top dose activity change, negative = inhibition, usual class: inhibitors; actives 0.006% (n = 240,000); AID 2112, 2009;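 further: potency means the concentration at half of the fitted maximal effect; 0% = enzyme with vehicle and -100% = no enzyme basal signal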
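Compounds were titrated against alpha-glucosidase in spleen homogenate at pH 5.0, with 1 mM 4-methylumbelliferyl substrate for 40 min at 37 C. Reactions were quenched with pH 10 NaOH/glycine and fluorescence measured.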
LMNA splice mod – qHTS Assay for Modulators of Lamin A Splicing; HeLa LMNA splicing GFP/RFP minigene ratio, 48 h; Potency, µM (titrated, usually from 46.1 µM), for inactives: at the top dose ratio change, negative = inhibition, most hits filed as inhibitors; actives 0.01% (n = 200,000); active means well fitted inhibition curve with a large enough effect in the signal ratio, with a control signal flat, not every such curve was filed as active; inconclusive means small, poorly fitted or top-dose-only effect, or effect the other way, or a change in a side signal; the % refers to the signal ratio; further: potency means the concentration at half of the fitted maximal effect; on the % scale 0 is the no-effect control and ±100 the full control effect
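Read-out is the ratio of GFP to DsRed2 object intensity, acquired by 488 nm laser-scanning cytometry on HeLa lamin A-EGFP minigene reporter cells. Compound incubation 48 hrs at 37 °C in Opti-MEM with 2% FBS; DMSO 0.5% final.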
CBFb-RUNX1 inh – qHTS Assay for Compounds Blocking the Interaction Between CBF-beta and RUNX1 for the Treatment of Acute Myeloid Leukemia | Runt-related transcription factor 1 (Homo sapiens) + Core-binding factor subunit beta … | AlphaScreen CBFb-His/RUNX1-biotin binding, biochemical | Potency, µM (top dose mostly 59.8 µM), inactives show at the top dose activity, negative = inhibition, hits mostly inhibitors | 230,000 tested, under 10 active | AID 1477, 2009; further: % of control where 0% means no effect
Target sequence (Q01196 whole entry, looked up): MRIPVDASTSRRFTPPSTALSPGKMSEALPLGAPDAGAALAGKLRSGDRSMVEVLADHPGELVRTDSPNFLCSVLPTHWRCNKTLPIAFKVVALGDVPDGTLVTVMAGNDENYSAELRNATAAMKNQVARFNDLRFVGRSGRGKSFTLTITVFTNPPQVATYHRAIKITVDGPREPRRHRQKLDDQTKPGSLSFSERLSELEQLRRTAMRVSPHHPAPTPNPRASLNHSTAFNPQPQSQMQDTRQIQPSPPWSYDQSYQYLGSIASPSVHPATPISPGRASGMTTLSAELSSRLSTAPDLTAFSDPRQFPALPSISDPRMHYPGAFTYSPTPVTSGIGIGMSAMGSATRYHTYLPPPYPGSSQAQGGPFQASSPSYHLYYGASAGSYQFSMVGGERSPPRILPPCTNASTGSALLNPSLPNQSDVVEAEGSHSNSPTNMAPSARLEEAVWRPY
Target sequence (Q13951 whole entry, looked up): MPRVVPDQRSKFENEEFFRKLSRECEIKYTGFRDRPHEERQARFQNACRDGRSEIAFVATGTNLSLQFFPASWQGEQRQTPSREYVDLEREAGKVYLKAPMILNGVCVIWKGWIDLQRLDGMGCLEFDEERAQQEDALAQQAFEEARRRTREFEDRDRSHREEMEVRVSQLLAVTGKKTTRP
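AlphaScreen proximity signal reports loss of binding between His-tagged CBF-beta and biotin-labelled RUNX1, each at 30 nM. Proteins are pre-associated for 20 minutes, compounds added for 15 minutes, then beads for 90 minutes, all at ambient temperature.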
An asterisk follows results filed as active; ? = inconclusive; / = no result given; [ ] = another dose, or the depositor's remark. Unless noted, the call rests on the fitted dose curve; in most records, active means well fitted curve in the direction sought with a large enough effect; inconclusive means small, poorly fitted or top-dose-only effect, or another doubt; inactive means no such curve, though single readings can be large; an effect the other way counts as inactive or inconclusive.

SMILES	HTT ATP protect	HTT aggregate	GAA glycogen mod	GAA inh	aGlu spleen mod	LMNA splice mod	CBFb-RUNX1 inh
Nc1cccc(Nc2nc(OC(C(F)(F)F)C(F)(F)F)nc(OC(C(F)(F)F)C(F)(F)F)n2)c1	-34.7%	?	-25.5%	?	-4.2%	?	4.6%
CCc1ccc2[nH]c(=O)c(CN(Cc3ccc4c(c3)OCO4)C(=O)c3ccco3)cc2c1	-32.9%	?	-1.3%	-5.3%	-4.7%	7.5%	-13.7%
Cc1c2cnn(-c3ccccc3)c(=O)c2c(C)n1CCCC(=O)NCCN1CCN(C)CC1	-3.9%[10 µM]	-9.5%[9.22 µM]	6.4%	/	-3.4%	/	-21.5%
O=C(COC(=O)c1ccncc1)NCc1ccccc1	-10.0%	10.9%	-2.1%	0.2%	0.2%	2.7%	5.6%
COc1ccccc1C(=O)NCCC(=O)N1CC(=O)Nc2ccccc21	13.6%[10 µM]	5.6%	-0.4%	-8.7%	-1.6%	-4.3%	3.8%
CCCC(=O)Nc1ccccc1-c1nnc(SC)[nH]c1=O	-2.3%	-0.4%	7.8%	-0.6%[15.4 µM]	0.2%	1.1%	-2.6%
CC1CCCCN1S(=O)(=O)c1cn(C)c(=O)n(C)c1=O (stereo not drawn)	9.3%[10 µM]	21.0%[9.22 µM]	-0.1%	/	-2.2%	/	16.4%
COc1ccccc1C(=O)OCC(=O)Nc1ccccc1OC(F)F	3.3%[10 µM]	-0.9%[9.22 µM]	-12.8%	/	2.2%	/	9.5%
O=C(O)c1cc(-c2cccs2)nn1-c1ccc(F)cc1	-9.6%	16.2%	6.8%	-1.1%	-2.0%	-14.1%[46 µM]	2.3%
Nc1cccc(C(=O)O)c1	/	0.4%	2.3%	0.5%[15.4 µM]	1.1%	-8.6%	15.0%
CCc1cc(-c2n[nH]c(C)c2-c2nc3ccccc3s2)c(O)cc1OCC(=O)NN	-13.0%[10 µM]	?	-22.6%	1.2%	2.5%	/	0.3%
O=C(CNCc1ccco1)Nc1ccccc1-n1cccc1	5.7%[10 µM]	-0.3%	6.8%	2.6%	-11.2%	-8.4%	-2.7%
Cc1cc(C(=O)NCCN2CCOCC2)ccc1[N+](=O)[O-]	4.8%[10 µM]	5.0%[9.22 µM]	16.5%	-5.0%	-2.3%	13.7%[46 µM]	-3.5%
Cc1cccc(-c2cc3nc(C)cc(C)n3n2)c1	9.8%[10 µM]	20.7%[9.22 µM]	-16.7%	-6.3%	-1.0%	/	7.7%
CCCC(=O)Nc1cccc(NC(=O)CN2CCN(c3ccccc3OC)CC2)c1	-8.1%	15.6%	0.4%	3.3%	-6.9%	-0.7%	-3.3%
FC(F)(F)c1cccc(Cn2c3[n+](c4ccc(C(F)(F)F)cc42)CCCCC3)c1	-34.3%	-15.0%	0.6%	-2.0%	2.6%	/	11.3%
Cc1noc(/C=C/N(C)C)c1S(=O)(=O)N1CCCC(C(=O)NCc2ccc(Cl)cc2)C1 (stereo not drawn)	-59.2%[inhibitor]	14.0%	6.3%	-7.8%	-5.3%	10.4%	2.3%
Cc1c(Cl)cccc1N1C(=O)C2ON(c3ccccc3)C(c3cccnc3)C2C1=O (stereo not drawn)	-7.7%	-7.2%	-1.8%	-6.8%	9.2%	2.2%	10.7%
O=c1c(Cc2c(F)cccc2Cl)c(O)ccn1Cc1ccc2c(c1)OCO2	-17.0%	-6.5%	11.4%	3.5%	1.2%	-14.7%[46 µM]	12.6%
CN(C)C(=O)c1ccc(-c2ccc3ncnc(N(C)Cc4ccco4)c3c2)cc1	-47.8%[inhibitor]	/	/	/	-3.6%	?	/

Taken from the results shown, 12 compounds:
SMILES	HTT ATP protect	HTT aggregate	GAA glycogen mod	GAA inh	aGlu spleen mod	LMNA splice mod	CBFb-RUNX1 inh
CCCC(=O)Nc1ccccc1-c1nnc(SC)[nH]c1=O	-2.3%	-0.4%	7.8%	-0.6%[15.4 µM]	0.2%	1.1%	-2.6%
CC1CCCCN1S(=O)(=O)c1cn(C)c(=O)n(C)c1=O (stereo not drawn)	9.3%[10 µM]	21.0%[9.22 µM]	-0.1%	/	-2.2%	/	16.4%
COc1ccccc1C(=O)OCC(=O)Nc1ccccc1OC(F)F	3.3%[10 µM]	-0.9%[9.22 µM]	-12.8%	/	2.2%	/	9.5%
O=C(O)c1cc(-c2cccs2)nn1-c1ccc(F)cc1	-9.6%	16.2%	6.8%	-1.1%	-2.0%	-14.1%[46 µM]	2.3%
Nc1cccc(C(=O)O)c1	/	0.4%	2.3%	0.5%[15.4 µM]	1.1%	-8.6%	15.0%
CCc1cc(-c2n[nH]c(C)c2-c2nc3ccccc3s2)c(O)cc1OCC(=O)NN	-13.0%[10 µM]	?	-22.6%	1.2%	2.5%	/	0.3%
O=C(CNCc1ccco1)Nc1ccccc1-n1cccc1	5.7%[10 µM]	-0.3%	6.8%	2.6%	-11.2%	-8.4%	-2.7%
Cc1cc(C(=O)NCCN2CCOCC2)ccc1[N+](=O)[O-]	4.8%[10 µM]	5.0%[9.22 µM]	16.5%	-5.0%	-2.3%	13.7%[46 µM]	-3.5%
Cc1cccc(-c2cc3nc(C)cc(C)n3n2)c1	9.8%[10 µM]	20.7%[9.22 µM]	-16.7%	-6.3%	-1.0%	/	7.7%
CCCC(=O)Nc1cccc(NC(=O)CN2CCN(c3ccccc3OC)CC2)c1	-8.1%	15.6%	0.4%	3.3%	-6.9%	-0.7%	-3.3%
FC(F)(F)c1cccc(Cn2c3[n+](c4ccc(C(F)(F)F)cc42)CCCCC3)c1	-34.3%	-15.0%	0.6%	-2.0%	2.6%	/	11.3%
Cc1noc(/C=C/N(C)C)c1S(=O)(=O)N1CCCC(C(=O)NCc2ccc(Cl)cc2)C1 (stereo not drawn)	-59.2%[inhibitor]	14.0%	6.3%	-7.8%	-5.3%	10.4%	2.3%

Next structures follow:
SMILES	HTT ATP protect	HTT aggregate	GAA glycogen mod	GAA inh	aGlu spleen mod	LMNA splice mod	CBFb-RUNX1 inh
CC(=O)c1c(N)n(C)c(=O)n(C)c1=O	13.1%	3.8%	5.5%	-3.3%	-23.4%	-8.2%	10.8%
CCOc1cc(C2C3=C(CC(C)(C)CC3=O)Nc3n[nH]c(C)c32)ccc1O (stereo not drawn)	26.4%	-9.9%	?	-5.1%	3.4%	/	1.6%
CCOc1ccc(NC(=O)CN(C)CC(=O)NC(C)c2ccccc2)cc1OCC (stereo not drawn)	-34.5%[inhibitor]	-3.7%	8.1%	-0.9%	-15.9%	?	24.1%
CN(Cc1ccccc1)c1oc(COc2ccccc2F)nc1C#N	4.1%	?	-5.1%	-12.7%	-5.2%	-1.4%	?
Cc1nc(SCC(=O)Nn2c(-c3ccccc3)nc3ccccc3c2=O)n[nH]1	-1.2%	10.0%	6.5%	?	-9.4%	-6.7%	0.6%
Cc1cc2cc(CN(Cc3cccs3)C(=S)NCC3CCCO3)c(=O)[nH]c2cc1C (stereo not drawn)	6.9%[10 µM]	?	-6.1%	-2.1%	0.0%	?	-6.9%
O=C(NCCCO)/C(=C\c1ccco1)NC(=O)c1ccc(Br)o1	/	5.2%	6.9%	2.2%	0.1%	7.3%	-0.2%
O=c1[nH]ncn1-c1ccccc1	13.3%	-16.2%	12.8%	-4.8%	-3.2%	/	-0.1%

Some of the entries above, reformatted:
Structure | HTT ATP protect | HTT aggregate | GAA glycogen mod | GAA inh | aGlu spleen mod | LMNA splice mod | CBFb-RUNX1 inh
CC(=O)c1c(N)n(C)c(=O)n(C)c1=O | 13.1% | 3.8% | 5.5% | -3.3% | -23.4% | -8.2% | 10.8%
CCOc1cc(C2C3=C(CC(C)(C)CC3=O)Nc3n[nH]c(C)c32)ccc1O (stereo not drawn) | 26.4% | -9.9% | ? | -5.1% | 3.4% | / | 1.6%
